High-throughput results from PubChem BioAssay.
Jurkat NFkB inh – lowers PMA/ionomycin-induced NF-kB signal in Jurkat cells; PMA/ionomycin-induced NF-kB luciferase reporter, luminescence; inhibition, % at 4 µM; 330,000 compounds, 0.53% hits; AID 435003; in the data active = inhibition above about 50%
CXCR6 block – blocks human CXCR6 beta-arrestin recruitment. CHO-K1 PathHunter CXCR6 beta-arrestin, luminescence. inhibition, % at 20 µM. 360,000 compounds, 0.36% hits. AID 602244; in the data active = inhibition above about 34%, passing the limit was not always enough;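 also: antagonist mode with CXCL16 agonist at 10 nM final; 0% = 10 nM CXCL16 with DMSO and 100% = unstimulated wells without agonist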
Target sequence (O00574 whole entry, looked up): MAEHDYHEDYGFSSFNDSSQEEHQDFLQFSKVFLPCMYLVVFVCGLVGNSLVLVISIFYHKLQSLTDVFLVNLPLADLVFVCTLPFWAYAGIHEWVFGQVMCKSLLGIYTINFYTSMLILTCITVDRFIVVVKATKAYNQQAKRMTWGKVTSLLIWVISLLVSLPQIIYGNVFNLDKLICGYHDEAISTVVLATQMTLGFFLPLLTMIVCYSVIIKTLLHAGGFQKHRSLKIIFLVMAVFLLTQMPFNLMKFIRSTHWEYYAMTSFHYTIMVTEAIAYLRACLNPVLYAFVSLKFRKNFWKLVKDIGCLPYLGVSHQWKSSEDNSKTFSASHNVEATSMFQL
Gli-Sufu block – Gli-Sufu pathway antagonism; Sufu-KO-LIGHT fibroblasts, Gli luciferase reporter luminescence; inhibition, % at 5 µM; 340,000 compounds, 0.74% hits; AID 588413;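 active = inhibition above about 55%, limit read from the data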;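 also: 0% = DMSO-treated cells and 100% = wells with medium but no cells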
APJ antagonist – blocks the human apelin receptor APJ. CHO-K1 APJ beta-arrestin complementation, luminescence. inhibition, % at 20 µM. 330,000 compounds, 0.32% hits. AID 2521;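 active = inhibition above about 40% at 20 µM, limit read from the data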;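 also: cells challenged with 10 nM apelin-13 agonist together with compound; plate controls were apelin-13 plus DMSO wells for no effect and DMSO wells lacking apelin-13 for full effect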
EBI2 block – antagonists of human EBI2 receptor; EBI2 beta-arrestin recruitment, luminescence, 7a,25-OHC stimulated; inhibition, % at 5 µM; 360,000 compounds, 0.81% hits; in the data active = inhibition above about 38%;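 also: enzyme fragment complementation signal reports receptor beta-arrestin coupling in cells; 0% = agonist plus DMSO wells and 100% = wells without agonist; some results beyond the cut were filed as inactive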
Target sequence (P32249 whole entry, looked up, the tested form may be a part): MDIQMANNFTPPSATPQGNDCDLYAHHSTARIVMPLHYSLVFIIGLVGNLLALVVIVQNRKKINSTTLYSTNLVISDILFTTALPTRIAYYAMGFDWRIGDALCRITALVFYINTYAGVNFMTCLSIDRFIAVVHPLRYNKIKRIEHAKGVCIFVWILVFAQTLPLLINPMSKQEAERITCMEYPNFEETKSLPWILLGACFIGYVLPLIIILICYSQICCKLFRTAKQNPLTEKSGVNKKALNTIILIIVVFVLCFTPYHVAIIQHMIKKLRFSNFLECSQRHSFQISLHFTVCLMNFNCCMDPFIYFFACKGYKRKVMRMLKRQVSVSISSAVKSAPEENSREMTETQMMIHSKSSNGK
UBC13 inh – human UBC13 polyubiquitination inhibition; UBC13 polyubiquitin chain formation, TR-FRET; inhibition, % at 20 µM; 330,000 compounds, 0.47% hits; AID 485273; in the data active = inhibition above about 45%, passing the limit was not always enough
CCR6 antagonist – antagonists of human CCR6 receptor; P51684; CHO-K1 CCR6 PathHunter beta-arrestin, luminescence, CCL20-stimulated; inhibition, % at 20 µM; 340,000 compounds, 0.49% hits;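 active = compounds whose inhibition of the agonist-driven luminescence signal at 20 µM reaches about 50%, limit read from the data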;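 also: cells stimulated with CCL20 at 14 nM final; plate controls were DMSO with CCL20 for no effect and DMSO without agonist for full effect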
Target sequence (P51684 whole entry, looked up): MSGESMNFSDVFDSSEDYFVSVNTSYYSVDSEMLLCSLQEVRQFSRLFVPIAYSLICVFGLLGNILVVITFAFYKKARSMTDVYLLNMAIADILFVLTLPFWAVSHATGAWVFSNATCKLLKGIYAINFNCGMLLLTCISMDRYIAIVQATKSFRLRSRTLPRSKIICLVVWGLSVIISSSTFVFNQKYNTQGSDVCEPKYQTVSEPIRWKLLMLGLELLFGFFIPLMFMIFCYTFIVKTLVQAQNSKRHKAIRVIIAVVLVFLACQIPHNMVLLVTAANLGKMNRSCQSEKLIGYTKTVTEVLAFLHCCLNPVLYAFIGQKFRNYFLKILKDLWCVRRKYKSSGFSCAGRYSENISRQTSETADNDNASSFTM
697 NFkB inh – inhibitors of the PMA/ionomycin-induced NF-kB reporter in 697 B cells; inhibition, % at 4 µM; 697 B-cell NF-kB luciferase reporter, 16 h; 330,000 compounds, 0.33% hits; AID 435022; in the data active = inhibition above about 35%
* marks the source's active call; other numbers are inactive results; . = no result given.

Sequence of screens: Jurkat NFkB inh, 697 NFkB inh, CXCR6 block, APJ antagonist, Gli-Sufu block, UBC13 inh, CCR6 antagonist, EBI2 block
COc1ccc(-c2cc(C)no2)cc1S(=O)(=O)N(C)Cc1ccco1
    -3, -9, -1, -2, -2, 1, 8, 13
Cc1ccc(N(CC(=O)NCc2ccc3c(c2)OCO3)S(C)(=O)=O)cc1
    0, -20, 4, 9, 4, -6, -4, -8
O=C(CCc1nnc2n(Cc3ccc(F)cc3)c(=O)c3ccccc3n12)NCCN1CCOCC1
    1, 2, 5, 1, 2, 0, 5, -2
CSc1ncc(C(=O)Nc2ccc(C)cc2C)c(C)n1
    -17, -4, 7, -3, -5, -4, -2, 7
C[C@H](N=C1NS(=O)(=O)c2ccccc21)C(=O)OCc1cc([N+](=O)[O-])cc2c1OCOC2
    -5, 5, -6, -11, -1, -12, 8, -4
O=C1OCCN1N=Cc1ccco1
    ., ., 2, ., 3, ., 0, -4
Oc1[nH]c2ccccc2c1/C=N/N1CCCCC1
    24, -59, -4, 27, 13, -19, 39, -1
Cc1cccc(C2c3c(n(C)c(=O)n(C)c3=O)N=C3c4ccccc4C(=O)C32)c1 (centres undefined)
    ., ., -5, ., 8, ., 17, -4
COc1ccc(C(=O)Nc2nnc(SCC(=O)NCc3ccco3)s2)c(OC)c1
    -55, 31, -2, -12, -26, 12, 4, 2
CCN(CC)C(=O)CSc1nc2cc(OC)c(OC)cc2c(=O)n1Cc1ccc(Cl)cc1
    -3, -12, 9, 14, 12, -7, 19, 17
Cc1ccccc1C(C(=O)NCc1ccccc1)N(Cc1ccco1)C(=O)c1ccccn1 (centres undefined)
    13, 20, -4, -3, 3, -3, 0, -4
O=C(c1ccc([N+](=O)[O-])cc1)N1CCc2ccccc21
    -1, -10, 36, 28, -4, 5, 41, 15
CC(=O)C(=Nc1ccc(Cl)cc1Cl)NNc1cccc(Cl)c1
    20, -2, 3, -36, -3, -8, 6, -40
O=C(Nc1ccc(Cl)cc1)N(C1=NCCC1)c1ccc(OC(F)F)cc1
    -4, -1, 2, -2, -19, 3, 10, 0
COP(=O)(OC)c1nc(-c2cccc3ccccc23)oc1NCc1ccccc1
    -2, 12, 3, -4, 5, 32, 2, 14
COCCn1c(SCc2nc3ccccc3c(=O)[nH]2)nnc1-c1ccncc1
    2, 18, 6, 0, 2, 12, -11, -10
CCC(C)(C)NC(=O)C(c1ccc(C)cc1)N(Cc1ccco1)C(=O)Cn1nnc2ccccc21 (centres undefined)
    9, 7, 2, -3, 5, 2, 8, -36
CCCn1nc(NC(=O)c2cccs2)c2cc3ccccc3nc21
    -26, -1, -2, 10, -2, 0, 6, 5
CCN(Cc1nc2ccccc2c(=O)[nH]1)C(=O)c1ccc(C)c(NC(=O)c2ccco2)c1
    3, 15, -5, 9, -15, -1, 10, -13
CC(C)C(=O)Nc1cccc(C(=O)Nc2nnc(C(C)C)s2)c1
    -56, -122, -1, 24, 7, 3, 17, -11
Cc1cc(=O)n2c3ccccc3n(CC(O)CN3CCN(CCO)CC3)c2c1C#N (centres undefined)
    3, 20, 1, 19, -21, 8, 9, -10
COc1ccc(S(=O)(=O)CCC(=O)N(C)c2ccc(OC)cc2OC)cc1
    15, 8, 2, 6, -1, 7, -4, 12
COc1ccc(CNC(=O)N2CCN(C(=O)c3ccccc3)CC2)cc1
    -11, -41, -1, 7, -22, -6, -3, -4
C[C@H](CO)N1C[C@H](C)[C@@H](CN(C)Cc2ccc3c(c2)OCO3)Oc2c(NC(=O)C3CC3)cccc2C1=O
    0, -19, 4, 13, 4, -6, 13, 1
Cc1ccc(NCc2nc(SCC(=O)Nc3ccccc3)n[nH]2)cc1
    -13, -6, 2, -4, -3, -3, 2, 6
O=C(Cc1ccc(Cl)cc1)Nc1ccc(C(=O)N2CCOCC2)cc1
    6, 9, 3, 8, 7, 4, -3, -14
O=C(Cn1cc2c(n1)CCCC2)NCc1ccccn1
    -15, -1, -2, -3, -24, -10, 0, -4
O=C(O)CC(CC(=O)O)c1ccsc1
    -6, -2, -3, 1, 4, -7, -7, -6
O=C(COc1coc(CN2CCc3ccccc3C2)cc1=O)Nc1ccc([N+](=O)[O-])cc1
    -14, -19, -7, -36, 8, -7, 6, -17
COc1ccccc1C(=O)NCC(=O)OCC(=O)N1CC(C)OC(C)C1 (centres undefined)
    7, 10, 9, 22, -8, 0, 3, -4

Sequence of screens: Jurkat NFkB inh, 697 NFkB inh, CXCR6 block, APJ antagonist, Gli-Sufu block, UBC13 inh, CCR6 antagonist, EBI2 block
CCN(CC)S(=O)(=O)c1ccc(NC(=O)c2cccs2)cc1
    3, -3, 4, 10, -4, 1, 8, 8
Cc1noc2ncnc(Oc3ccc(Cl)cc3Cl)c12
    -1, 5, 5, -21, -2, 3, -10, -35
CCCCn1c(SCc2ncc(-c3ccccc3)o2)nc2cc(S(N)(=O)=O)ccc21
    6, -72, -1, -10, 45, -3, 10, 14
NC(=O)c1ccc(NC(=O)C2CCCO2)cc1 (centres undefined)
    0, -12, 2, 1, -6, -4, 4, -1
CC(C)C(CO)N1CCN(Cc2ccccc2)CCC1=O (centres undefined)
    16, 12, -2, 0, -12, -3, -8, 2
CSc1c(-c2ccccc2)nc2ccc(Cl)cc2c1C(=O)O
    3, 6, -5, -2, -8, 2, 3, -10
CCOC(=O)C1CCN(S(=O)(=O)c2ccc3c(c2)CC(=O)N3)CC1
    -8, -16, -7, 10, 3, -2, -1, -2
Clc1ccc(C2=NN=C3COc4ccccc4N3C2)cc1
    9, -16, -1, 5, -3, 1, 27, 5
Cc1cc(C(=O)Nc2ccc(N3CCCCC3)cc2)no1
    -97, -169, 6, 12, -63, 2, 5, -22
Cc1nc2ccccc2nc1OCC(=O)Nc1cc(C(F)(F)F)ccc1N1CCOCC1
    21, 5, -1, -2, 12, 2, 8, -1
CC(C)c1ccc(/C=N/NC(=O)C2CCCC2)cc1
    -109, -70, -1, 3, -74, 4, 14, -11
c1ccc2sc(Nc3nc4cc5c(cc4s3)OCO5)nc2c1
    -148, -290, 0, 11, -80, -11, 3, 4
CCCC(=O)NC(NC(=S)Nc1ccc(S(N)(=O)=O)cc1)C(Cl)(Cl)Cl (centres undefined)
    5, -3, 4, -24, 5, -13, 10, -11
O=C(Nc1ccc2c(c1)OCO2)C1CC(c2ccccc2Cl)=NO1 (centres undefined)
    -7, -17, 1, 8, -13, 2, -7, -5
CCOC(=O)N1CCC(NC(=O)c2cc(C(=O)Nc3cccc(OC)c3)ccc2CO)CC1
    -3, 7, 2, 1, -6, -10, 6, -2
C=C(C1=CCN(S(=O)C(C)(C)C)[C@@H]1CCO)c1ccccc1 (some centres undefined)
    ., ., -5, ., -15, ., 2, -1
NC(CC(=O)O)c1cccc(OCc2ccccc2)c1 (centres undefined)
    -8, 1, -10, -9, -1, 6, 27, 7
CC(OC(=O)/C=C/c1ccccc1Cl)C(=O)NC1CCCCC1C (centres undefined)
    13, -23, 10, -61, 10, -10, 12, 5
Cc1cccc(C)c1NC(=S)Nc1c(C)n(C)n(-c2ccccc2)c1=O
    7, 10, 2, 0, -10, 0, -2, 1
COc1cccc(C(=O)Nc2ccc(N3CCN(C(=O)c4cccs4)CC3)cc2)c1
    52*, -79, -7, 4, -10, 3, -3, -14
CCC(CC)NC(=O)c1ccc2c(c1)OCCO2
    -6, -10, -7, -6, -4, -1, -2, 3
Cc1ccc(CCNC(=O)C2CCN(C(=O)c3sccc3-n3cccc3)CC2)cc1
    -15, -16, 14, 11, 7, 2, 4, -2
Cc1ccc(C(=O)NCc2nnc3c(C(F)(F)F)cc(Cl)cn23)o1
    9, 5, -2, 11, -10, 2, -3, -9
O=C(Oc1cccc(-n2cnnn2)c1)c1ccccc1Cl
    5, 14, 0, -7, -4, 2, 4, -34
Cc1ccc(Nc2nc(N)nc(CCl)n2)cc1
    -22, -2, 1, 14, -17, 4, 7, 13
O=C(c1cccnc1)N1CCN(C(=O)c2ccccc2F)CC1
    5, -1, -2, 5, 3, 2, -18, 3
COc1ccc(S(=O)(=O)N2CCc3ccccc32)cc1C(=O)OCc1c(C)noc1C
    9, 8, -6, 7, -11, 13, 5, -9
CC1Sc2ccc(S(=O)(=O)CCC(=O)NCc3ccc(Cl)cc3)cc2NC1=O (centres undefined)
    -1, -14, 1, 10, -3, -15, 2, -3
O=C(c1cccc([N+](=O)[O-])c1)N1CCc2ccccc21
    -10, 4, 2, 3, -3, -1, 0, -1
Cc1ccnc(NC(=O)Cn2c(=O)oc3cc(S(=O)(=O)N4CCCC4)ccc32)c1
    -4, 9, -6, -41, 6, 2, 6, -5

Quoted at random: 2 entries already listed, in no set order.
Sequence of screens: Jurkat NFkB inh, 697 NFkB inh, CXCR6 block, APJ antagonist, Gli-Sufu block, UBC13 inh, CCR6 antagonist, EBI2 block
CCOC(=O)N1CCC(NC(=O)c2cc(C(=O)Nc3cccc(OC)c3)ccc2CO)CC1
    -3, 7, 2, 1, -6, -10, 6, -2
Cc1cc(C(=O)Nc2ccc(N3CCCCC3)cc2)no1
    -97, -169, 6, 12, -63, 2, 5, -22

Other entries.
Sequence of screens: Jurkat NFkB inh, 697 NFkB inh, CXCR6 block, APJ antagonist, Gli-Sufu block, UBC13 inh, CCR6 antagonist, EBI2 block
CC(OC(=O)CCN=C1NS(=O)(=O)c2ccccc21)C(=O)Nc1ccccc1F (centres undefined)
    -6, -10, -6, 6, -5, -4, 0, -4
COc1ccc(NCC(=O)Nc2ccc(C#N)cc2)cc1Cl
    13, 7, -3, 3, 6, -11, 20, 25
Cc1nn(C)cc1C(N)=O
    -1, 8, 2, 4, 1, 0, -8, -5
COc1ccc(-n2nc(C(=O)NCC(=O)NCCN(C)C)c3ccccc3c2=O)c(OC)c1
    -11, 4, -5, 3, 0, 3, 5, -18
CCOc1ccc(CN2C(=O)CCC2(C)C(=O)NCc2cccnc2)cc1 (centres undefined)
    -3, 8, -7, -13, 8, -11, -8, 0
CCOC(=O)[C@H]1[C@H]2COc3cc(OC)ccc3[C@@H]2N2C(=O)CN(Cc3ccc(Cl)cc3)C(=O)[C@@]12C
    7, 3, 5, 6, -1, 18, 8, -5
CCc1ccc(NC(=O)C2CCCCC2C(=O)O)cc1 (centres undefined)
    -7, 16, -11, 4, -4, 6, 6, -11
COCCCNc1ncnc2nc[nH]c12
    0, 8, 4, -32, 3, 1, 1, -2
Cc1sc(NC(=O)CSc2n[nH]c(N)n2)c(C#N)c1C
    ., ., 12, ., 11, ., -2, 11
COc1ccc(C=O)cc1CSc1ccccn1
    0, 8, 6, -22, -3, -7, 8, -4
COc1ccc(/C=C/C(=O)c2cc3cccc(OC)c3oc2=O)cc1
    -6, 1, 2, 13, 0, -8, 6, 5
Cc1ccc(S(=O)(=O)N(CC#N)CC#N)cc1
    6, 20, -4, 10, -1, 3, -7, -10
CCOC(=O)c1c(C)nc2c(C#N)cnn2c1C
    -6, -17, -5, 20, -4, 8, 0, -8
COc1ccc(C(=O)NC2CCCCCC2)cc1S(=O)(=O)N1CCCC1
    -13, 7, 6, 3, -12, -9, 11, -8
Cc1oc(C)c2c(=O)ccc3c(c12)OC(N)=C(C#N)C3c1ccccc1 (centres undefined)
    -8, -22, 11, -6, 8, -33, 31, 6
Cc1csc(NC(=O)C2CCCN(S(=O)(=O)c3ccc(Br)s3)C2)n1 (centres undefined)
    0, -36, -7, -6, -5, -2, 22, -4
CCN(C[C@H]1N[C@@](Cc2ccccc2)(C(=O)OC)[C@H]2C(=O)N(Cc3ccccc3)C(=O)[C@@H]12)C(=O)COC
    3, 2, -4, -5, -5, 9, 17, -5
COc1cc(C(=O)Nc2nncs2)cc(OC)c1OC
    -3, 11, 9, 6, 2, 2, 0, -14
CCOc1ccccc1N(CC(=O)N1CCOCC1)S(=O)(=O)c1ccccc1
    7, -14, 10, -20, 0, -11, 5, 3
O=C(O)CCCCCCCCCC(=O)c1cccs1
    6, 17, 2, 9, 2, 0, 1, -11
CCNc1nc(N2CCCCC2)nc(-n2nnc(C(=O)OCC)c2C)n1
    11, -3, 4, -1, 18, 4, -2, -14
COc1cc(CCC(=O)Nc2cc(Cl)ccc2N2CCN(C)CC2)cc(OC)c1OC
    14, 8, -3, 17, -9, 11, 1, 2
COc1cc(OC)c(-c2sc(Nc3ccccc3)n[n+]2-c2ccc(F)cc2)cc1OC
    24, 13, -4, 24, -11, 1, 2, -10
Cn1ncc2c1ncn1nc(CCc3ccccc3)nc21
    -55, -115, 11, 17, -76, -2, 2, -4
COC(=O)c1ccsc1NC(=O)CN1CCN(c2ncccn2)CC1
    11, -4, -1, 5, -9, -1, -1, 3
